# Screening results (PubChem BioAssay)
# HCMV inh – qHTS Assay for inhibitors of the human cytomegalovirus (HCMV); activity change, negative = inhibition, % at 57.5 µM; HFF cells, HCMV-luciferase reporter, 72 h; hits give low values; actives 4.5% (n = 410,000); in the data active = activity change below about -60%; inconclusive = no clear call, values can overlap the other calls; inactive = above about -39%
#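 Two-dose cell screen: HFF monolayers treated with compounds and infected with luciferase-expressing HCMV at 1 PFU/cell, 72 h at 37C, then lysed for luciferase measurement.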
# Sm TGR block – qHTS Assay for the Inhibitors of Schistosoma Mansoni Peroxiredoxins; Schistosoma mansoni thioredoxin glutathione reductase (TGR), Q962Y6; purified TGR, DTNB reduction, TNB absorbance 405 nm; Potency, µM (highest dose often 114 µM), inactives show at the top dose activity change, negative = inhibition, hits mostly inhibitors; actives 3% (n = 360,000); also: potency is read from the fitted curve at half-maximal effect; nearly all actives have a fitted effect of over 60% in size
#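 First, TGR (20 nM dispensed) and NADPH were mixed with compound. Second, a 15 min room-temperature incubation followed. Third, further NADPH and then DTNB were added to start the reaction. Finally, TNB absorbance was monitored kinetically.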
# AmpC no deterg – qHTS Inhibitors of AmpC Beta-Lactamase (assay without detergent) | AmpC nitrocefin hydrolysis, absorbance 480 nm, 0.0001% Triton | P00811 | actives 0.52% (n = 330,000) | Potency, µM (doses to about 57.1 µM), without a hit: top-dose activity change, negative = inhibition, most hits filed as inhibitors;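 also: potency is read from the fitted curve at half-maximal effect; plate controls were no compound for no effect and no enzyme for full effect; nearly all actives have a fitted effect of over 20% in size; some results filed as inactive show a strong effect at the top dose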
# Target sequence (P00811 whole entry, looked up): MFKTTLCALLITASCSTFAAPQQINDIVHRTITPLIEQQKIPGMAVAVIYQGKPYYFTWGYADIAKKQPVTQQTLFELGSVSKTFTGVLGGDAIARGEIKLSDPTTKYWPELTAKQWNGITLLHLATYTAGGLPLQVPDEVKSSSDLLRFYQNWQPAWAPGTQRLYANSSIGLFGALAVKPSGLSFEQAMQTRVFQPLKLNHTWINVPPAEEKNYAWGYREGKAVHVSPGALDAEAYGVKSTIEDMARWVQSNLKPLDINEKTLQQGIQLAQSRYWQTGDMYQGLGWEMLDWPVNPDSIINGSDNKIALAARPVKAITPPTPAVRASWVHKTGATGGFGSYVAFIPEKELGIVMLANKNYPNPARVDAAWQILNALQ
#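 20 mM phosphate pH 7.0 + 0.01% (detergent screen) or 0.0001% Triton X-100; 5.3 nM AmpC reagent; cpd preinc 15 min RT; nitrocefin (800 uM stock) to start; A480 q20 s × 4 min; Activity was normalised to no-enzyme and no-compound control wells.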
# AmpC inh detg – qHTS Inhibitors of AmpC Beta-Lactamase (assay with detergent) | AmpC hydrolysis of nitrocefin, absorbance 480 nm, 0.01% Triton | Potency, µM (series often up to 114 µM), inactives show top-dose activity change, negative = inhibition, actives largely listed as inhibitors | actives 0.041% (n = 370,000);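 also: potency is read from the fitted curve at half-maximal effect; 0% = no-compound wells and -100% = no-enzyme wells; nearly all actives have a fitted effect of over 25% in size; some results filed as inactive show a strong effect at the top dose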
#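 20 mM phosphate pH 7.0 + 0.01% (detergent screen) or 0.0001% Triton X-100; 5.3 nM AmpC reagent; cpd preinc 15 min RT; nitrocefin (800 uM stock) to start; A480 q20 s × 4 min; Activity was normalised to no-enzyme and no-compound control wells.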
# Tb PYK inh – qHTS of Trypanosoma Brucei Inhibitors | Potency, µM (doses to about 76.8 µM), inactives show at the top dose activity, negative = inhibition, usual class: inhibitors | actives 0.12% (n = 410,000) | pyruvate kinase (Trypanosoma brucei), Q57TT1 | TbPYK enzyme, Kinase-Glo Plus ATP luminescence, 45 min; also: potency is read from the fitted curve at half-maximal effect; nearly all actives have a fitted effect of over 50% in size
#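 Luminescent Kinase-Glo Plus end-point after 45 min room-temperature reaction of T. brucei pyruvate kinase started with 130 uM ADP (final). Buffer TEA 50 mM pH 7.2 with KCl, MgCl2, BSA, Tween-20; titration-based qHTS with fitted concentration-effect curves.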
# LmPK inhibitor – qHTS Assay for Inhibitors of Leishmania Mexicana Pyruvate Kinase (LmPK); purified LmPK, Kinase-Glo ATP luminescence, 1 h; Potency, µM (doses to about 57.5 µM), inactives show at the highest dose activity change, negative = inhibition, most hits filed as inhibitors; actives 0.37% (n = 290,000); also: potency is read from the fitted curve at half-maximal effect
# Target sequence (Q27686 whole entry, looked up): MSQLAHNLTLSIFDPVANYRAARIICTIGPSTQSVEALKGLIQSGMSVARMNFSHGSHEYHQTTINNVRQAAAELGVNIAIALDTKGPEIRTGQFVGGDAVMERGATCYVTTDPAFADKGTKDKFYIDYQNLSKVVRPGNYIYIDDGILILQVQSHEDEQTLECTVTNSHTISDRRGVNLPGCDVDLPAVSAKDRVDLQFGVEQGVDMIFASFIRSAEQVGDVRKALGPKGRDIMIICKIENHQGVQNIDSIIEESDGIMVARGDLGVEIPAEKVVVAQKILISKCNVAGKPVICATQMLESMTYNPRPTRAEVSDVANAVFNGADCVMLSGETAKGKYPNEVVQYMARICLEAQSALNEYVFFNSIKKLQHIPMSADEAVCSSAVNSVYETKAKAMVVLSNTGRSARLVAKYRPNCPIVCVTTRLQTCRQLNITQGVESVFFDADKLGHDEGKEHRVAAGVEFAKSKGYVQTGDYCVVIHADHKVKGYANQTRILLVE
#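 Pyruvate kinase activity monitored as ATP production (luciferase luminescence). Conditions: 0.1 nM enzyme, 0.5 mM PEP, 0.1 mM ADP, 1 h, RT; normalized against uninhibited and no-enzyme wells.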
# AMA1-RON2 inh – qHTS for Inhibitors of AMA1-RON; Towards Development of Antimalarial Drug Lead: Primary Screen; Plasmodium falciparum AMA1 (3D7) - RON2 peptide interaction; AlphaScreen AMA1-biotinylated RON2 peptide binding; Potency, µM (top dose mostly 58.2 µM), inactives show at the highest dose activity change, negative = inhibition, hits mostly inhibitors; actives 0.2% (n = 360,000);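 also: potency is read from the fitted curve at half-maximal effect; 0% = vehicle wells and -100% = peptide control; nearly all actives have a fitted effect of over 45% in size; some results filed as inactive show a strong effect at the top dose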
#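 AMA1 (3D7) with his tag at 25 nM final met compounds first, then biotinylated RON2 peptide at 25 nM; detection used donor plus acceptor beads, 10 µg/mL apiece, read by AlphaScreen after 30 min at room temperature.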
# Starred values were filed as active, the others as inactive; ? = inconclusive; . = not tested or not shown; & = joins results of further samples; [ ] = another dose, or the depositor's remark. Unless noted, calls follow the shape of the dose curve; as a rule, active = well fitted curve in the direction sought with a large enough effect; inconclusive = small, poorly fitted or top-dose-only effect, or another doubt; inactive = no such curve, though single readings can be large; an effect the other way counts as inactive or inconclusive. Unless noted, % is scaled to controls: 0 for no effect and ±100 for the full control effect.
SMILES,HCMV inh,Sm TGR block,AmpC no deterg,AmpC inh detg,Tb PYK inh,LmPK inhibitor,AMA1-RON2 inh
CC(C)Sc1ncc(Cl)c(C(=O)N(Cc2ccc(F)cc2)C2CCS(=O)(=O)C2)n1 (centres undefined),8.5,-7.3%,.,20.3%,0.0%,.,.
Cc1ccccc1NC(=S)NC(NC(=O)CF)C(Cl)(Cl)Cl (centres undefined),-1.6,?,-29.2%,-1.7%,-21.5%,3.9%,6.3%
O=C(COC(=O)c1ccc2c(c1)OCO2)Nc1cccc(F)c1,-2.9,0.7%,-24.7%,1.1%,-4.0%,.,-4.4%
O=[N+]([O-])c1cc(C(F)(F)F)cc([N+](=O)[O-])c1NCCNC(=S)Nc1cccc(F)c1,-10.0,5.7%,-41.6%,-2.7%,-2.7%,9.9%,-3.7%
Cc1nnc(NC(=O)C2CC(=O)N(Cc3ccccc3)C2)s1 (centres undefined),-3.7,0.0%,-15.1%,3.2%,2.3%,-4.0%,-2.2%
COc1ccc(C)cc1NC(=O)COC(=O)c1c(-c2ccccc2)noc1C,-14.7,.,.,.,0.2%,.,-1.6%
COc1ccc(OCCCCc2c(C)n[nH]c2C)cc1,?,.,.,.,4.3%,.,-10.0%
Cc1c(OCC(=O)N2CCN(c3ccccc3)CC2)ccc2c3c(c(=O)oc12)CCCC3,-10.4,1.4%,-11.5%,-2.7%,-5.5%,-7.9%,2.4%
COc1cc(OC)cc(C(=O)NNC(=O)C(CCC(N)=O)NS(=O)(=O)c2ccc(Cl)cc2)c1 (centres undefined),19.0,.,.,.,3.4%,.,77.3%[activator]
CC1CC1C(=O)OCC(=O)Nc1cc(S(=O)(=O)N2CCCCC2)ccc1Cl (centres undefined),18.1,.,-23.3%,.,-19.8%,.,-8.1%[11.6 µM]
CCOC(=O)C1=CCC(c2ccc(C)cc2)N(S(=O)(=O)c2ccc(C)cc2)C1 (centres undefined),-25.3,.,.,.,-6.0%,.,2.7%
CC(CCc1ccco1)NC(=O)Cn1nc(Cc2ccncc2)c2ccccc2c1=O (centres undefined),-33.7,?,6.1%,?,0.3%,4.9%,0.0%
CCOC(=O)CC1=NN(c2ccccc2)C(=O)C1,?,.,-8.0%,3.5%,-9.7%,-1.2%,9.0%
CC1=C(C#N)C(c2ccc(O)cc2)C(C#N)=C(C)N1,?,14.0%,-10.2%,0.0%,-0.5%,-1.6%,9.4%
O=C(Cc1ccc(F)cc1)Nc1nc(-c2ccc(F)c(F)c2)cs1,6.8,0.9%,-41.5%,-12.4%,-4.6%,2.5%,1.4%
O=C(O)c1ccccc1OCCN1CCCC1=O,-3.6,-0.8%,-10.4%,-0.3%,2.4%,-0.7%,-13.7%
Cc1ccc(-c2nc(CCNC(=O)c3ccc(C)c(C)c3)cs2)cc1,?,-8.2%,.,2.4%,0.6%,.,.
CCC(=O)c1c(OCc2ccccc2)ccc2c(C)cc(=O)oc12,.,-9.5%,3.1%,-5.5%,.,9.4%,.
Cc1ccc(CCN2CC(C(=O)NC3CCCC3)CC2=O)cc1 (centres undefined),5.3,?,1.8%,-10.4%,4.4%,2.9%,1.6%
Cc1ccccc1C(=O)n1nc(-c2cccnc2)nc1NCc1ccccc1,3.0,23.5%,.,9.5%,0.8%,.,.
COc1ccc(NC(c2ccccc2F)P(=O)(Oc2ccccc2)Oc2ccccc2)cc1 (centres undefined),-15.9,-17.8%,-19.6%,-2.6%,7.3%,1.4%,?
Cc1cc(C)n(Cc2ccc(C(=O)Nc3ccc(Br)cc3C)o2)n1,-36.7,8.5%,24.4%,?,2.8%,-1.4%,-18.6%
Cc1ccc(OCCSc2nc(-c3cccs3)nc3cc(=O)[nH]n23)cc1Cl,22.8,1.7%,.,1.1%,-6.2%,.,.
CCN1C(=O)C(=CC=CN(C)c2ccccc2)SC1=S,-23.2,.,.,.,-4.7%,.,-1.3%

# 2 entries from above, with two lines to a compound:
# Every second line gives: HCMV inh | Sm TGR block | AmpC no deterg | AmpC inh detg | Tb PYK inh | LmPK inhibitor | AMA1-RON2 inh
> CCOC(=O)CC1=NN(c2ccccc2)C(=O)C1
 : ? | . | -8.0% | 3.5% | -9.7% | -1.2% | 9.0%
> CC1=C(C#N)C(c2ccc(O)cc2)C(C#N)=C(C)N1
 : ? | 14.0% | -10.2% | 0.0% | -0.5% | -1.6% | 9.4%

# The list goes on:
SMILES,HCMV inh,Sm TGR block,AmpC no deterg,AmpC inh detg,Tb PYK inh,LmPK inhibitor,AMA1-RON2 inh
COc1cccc(CNC(=O)CN2C(=O)COc3ccc(S(=O)(=O)N4CCCCCC4)cc32)c1,?,5.6%&2.2%,0.7%,-0.6%&4.7%,1.5%&-6.1%,1.4%,18.5%
CCCN(CC1CC1)c1cc2c(c3c1ccn3C)C1CCC2C1 (centres undefined),-62.2*,.,.,.,-4.2%,.,?
O=c1nc(-c2ccccc2)cc(-c2ccccc2)[nH]1,24.9,-24.9%,-0.5%,-8.4%,1.4%,-3.1%,8.8%
Cc1nc(SCC(=O)NCc2ccco2)c2c3c(sc2n1)CCCC3,-5.5,-8.7%[11.4 µM],34.3%,-7.5%,-13.5%,-0.8%,-5.7%
Cc1n[nH]c(C)c1CCc1nc2c3ccccc3nc(SCC(=O)Nc3ccc(F)cc3)n2n1,-68.1*,0.7%,.,-4.1%,1.8%,.,.
Cc1nn(-c2ccccc2)c(Cl)c1C(=O)OC(C)C(=O)Nc1ccc2c(c1)OCO2 (centres undefined),-19.4,1.9%,-8.7%,?,-3.1%,3.0%,-14.4%
CCOc1cc(C(=O)NC(C)C2CCCO2)cc(OCC)c1OCC (centres undefined),-3.6,4.2%,0.9%,3.0%,-3.6%,1.4%,-6.1%
Cc1nn(Cc2ccc(C(=O)n3cccn3)o2)c(C)c1Br,-14.7,-19.3%,-3.1%,5.4%,5.1%,2.0%,-3.2%
CC(OC(=O)c1ccc(S(=O)(=O)NCc2ccco2)cc1)C(=O)Nc1ncc(Cl)cc1Cl (centres undefined),19.5,?,-27.8%,-20.3%,11.8%,3.6%,6.5%
CCC(=O)Nc1ccc2nc(SCCOc3ccc(C)cc3OC)sc2c1,-21.1,0.1%,.,14.7%,1.9%,.,.
CCOC(=O)Cn1nnnc1CN(Cc1cccs1)Cc1cc2cc(C)cc(C)c2[nH]c1=O,12.1,7.3%,90.9%[activator],-1.4%,-2.9%,10.4%,-8.0%
Cc1ccc(NC(=O)CSc2cccc3cccnc23)c(C)c1,23.4,-0.5%,-3.4%,2.5%,0.0%,2.8%,0.0%
N#CCSc1nc2ccccc2c(=O)n1CCCC(=O)NCC1CCCO1 (centres undefined),92.7,-4.9%,-2.6%,3.5%,5.6%,0.3%,-9.5%
COc1ccccc1C(=O)N/C(=C/c1ccc2c(c1)OCO2)C(=O)Nc1cccc(C(=O)O)c1,-30.3,6.5%,-29.1%,5.4%,0.2%,-0.9%,1.0%
COC(=O)CCCC(=O)NC1CC(C)(C)Cc2c1cnn2-c1ccc(C)cc1 (centres undefined),3.9,-17.3%,88.5%[activator],7.0%,4.6%,-0.1%,-6.5%
CC(C)=C(NC(=O)c1ccccc1)C(N)=O,-15.9,-6.0%,-10.4%,-8.4%,-1.2%,-1.0%,19.9%
O=C(Nc1nnc(-c2cccnc2)o1)c1cccc([N+](=O)[O-])c1,.,-1.6%,-23.7%,7.1%,.,-1.5%,.
COc1ccccc1C1=NOC(C)(c2nnc(Cc3ccccc3)o2)C1 (centres undefined),-7.1,1.0%,-6.1%,?,-0.5%,.,22.6%
c1ccc(C2CN3CCC2CC3)cc1 (centres undefined),23.2,4.9%,-2.4%,1.0%,-1.5%,1.0%,-4.0%
O=c1cc(O)sc2ccccc12,-8.2,-17.5%,-19.8%,4.4%,2.8%,-3.5%,-4.7%
COc1ccc(C(=O)NCCS(=O)(=O)N(C)C2CCCCC2)cc1,-1.5,-1.1%,-9.4%,-11.6%,7.4%,.,-0.9%
Cc1cccc(-n2c(=O)c3c(C)c(C)sc3n(CC(N)=O)c2=O)c1,?,-0.3%,0.0%,-10.8%,1.3%,7.8%,-2.7%
COc1ccccc1CNC(=O)CN1C(=O)c2cccnc2Oc2ccccc21,-21.1,-7.9%,.,10.7%,0.1%,.,.
CCOC(=O)C1=NOC(COc2ccccc2C=O)C1 (centres undefined),13.7,6.1%,-20.1%,1.9%,2.8%,-13.6%,25.4%

# Nothing new here: an excerpt of the list.
SMILES,HCMV inh,Sm TGR block,AmpC no deterg,AmpC inh detg,Tb PYK inh,LmPK inhibitor,AMA1-RON2 inh
N#CCSc1nc2ccccc2c(=O)n1CCCC(=O)NCC1CCCO1 (centres undefined),92.7,-4.9%,-2.6%,3.5%,5.6%,0.3%,-9.5%
COc1ccccc1C(=O)N/C(=C/c1ccc2c(c1)OCO2)C(=O)Nc1cccc(C(=O)O)c1,-30.3,6.5%,-29.1%,5.4%,0.2%,-0.9%,1.0%
COC(=O)CCCC(=O)NC1CC(C)(C)Cc2c1cnn2-c1ccc(C)cc1 (centres undefined),3.9,-17.3%,88.5%[activator],7.0%,4.6%,-0.1%,-6.5%
CC(C)=C(NC(=O)c1ccccc1)C(N)=O,-15.9,-6.0%,-10.4%,-8.4%,-1.2%,-1.0%,19.9%
O=C(Nc1nnc(-c2cccnc2)o1)c1cccc([N+](=O)[O-])c1,.,-1.6%,-23.7%,7.1%,.,-1.5%,.
COc1ccccc1C1=NOC(C)(c2nnc(Cc3ccccc3)o2)C1 (centres undefined),-7.1,1.0%,-6.1%,?,-0.5%,.,22.6%
c1ccc(C2CN3CCC2CC3)cc1 (centres undefined),23.2,4.9%,-2.4%,1.0%,-1.5%,1.0%,-4.0%

# New compounds follow.
SMILES,HCMV inh,Sm TGR block,AmpC no deterg,AmpC inh detg,Tb PYK inh,LmPK inhibitor,AMA1-RON2 inh
COCCN1C(=O)COc2ccccc2C1C(=O)NC1CCCC1 (centres undefined),-6.3,.,.,.,2.6%,.,44.7%[activator]
Cc1sc(N/N=C/c2ccco2)nc1-c1ccccc1,-28.8,-1.4%,-37.0%,-8.2%,-1.5%,3.4%,19.0%
Cc1ccc(C)c2c(N)c3c(nc12)CCCCC3 (tested in a mixture with another compound),-70.4*,6.1%,-26.5%,-0.7%,9.6%,-2.2%,1.5%
CCCN(CCC)c1ccc(/C=C/c2ccc3cc(OCC)ccc3n2)cc1,?,?,-7.4%,-1.9%,-6.5%,6.0%,26.8%
